Gli-Sufu block: Gli-Sufu pathway antagonists, primary screen, luciferase luminescence, Sufu-KO-LIGHT cells, uHTS; AID 588413, 2011; inhibition, % at 5 µM; Sufu-KO-LIGHT fibroblasts, Gli luciferase reporter luminescence; actives 0.74% (n = 340,000);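 active = inhibition above about 55%, limit read from the data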;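 note: 0% = DMSO-treated cells and 100% = wells with medium but no cells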
HKDC1 inhibitor: HKDC1 hexokinase inhibitors, primary screen, biochemical, fluorescence, uHTS | actives 0.16% (n = 340,000) | AID 493160, 2011 | inhibition, % at 20 µM | Q2TB90 | recombinant HKDC1, G6PDH/diaphorase resazurin coupled fluorescence;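 active = inhibition above about 35% when tested at 20 µM, limit read from the data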;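 note: plate controls were DMSO wells with enzyme for no effect and DMSO wells lacking enzyme for full effect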
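Material: recombinant HKDC1 hexokinase; Amount: HKDC1 at 5 µg/mL; Medium: Tris pH 8.0 buffer with MgCl2, Tween-20, BSA, BME; Schedule: 90 min reaction incubation at room temperature, dark; Technique: coupled resazurin fluorescence, excitation 525 nm, emission 613 nm.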
Apaf-1 inh: inhibitors of human Apaf-1 apoptosome, primary screen, biochemical, DEVD-Rh110 fluorescence, uHTS; Apoptotic protease-activating factor 1 (Homo sapiens), O14727; reconstituted apoptosome caspase-3 activity; inhibition, % at 20 µM; actives 0.71% (n = 330,000); active = inhibition of at least 40% at 20 µM;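 note: plate controls were DMSO wells for no effect and DEVD-CHO caspase inhibitor wells for full effect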
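Material: reconstituted apoptosome with Apaf-1, cytochrome c, caspase-9, procaspase-3, dATP. Technique: Rh110 fluorescence intensity. Buffer or medium: pH 7.5 Hepes buffer with CHAPS, BSA, DTT. Times: 30 min plus 50 min, RT.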
UBC13 polyUb: UBC13 polyubiquitin chain formation inhibitors, primary screen, biochemical, TR-FRET, uHTS; Ubiquitin-conjugating enzyme E2 N (Homo sapiens), P61088; inhibition, % at 20 µM; actives 0.47% (n = 330,000); in the data active = inhibition above about 45%, passing the limit was not always enough
Target sequence (P61088 whole entry, looked up): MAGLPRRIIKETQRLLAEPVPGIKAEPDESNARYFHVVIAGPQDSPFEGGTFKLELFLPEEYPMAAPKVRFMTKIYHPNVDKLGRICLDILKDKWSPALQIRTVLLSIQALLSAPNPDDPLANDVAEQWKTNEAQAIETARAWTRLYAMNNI
SENP8 block: SENP8 protease inhibitors, primary screen, biochemical, luminescence. inhibition, % at 10 µM. purified SENP8, Z-RLRGG-aminoluciferin cleavage. actives 1.2% (n = 330,000)
Target sequence (Q96LD8 whole entry, looked up): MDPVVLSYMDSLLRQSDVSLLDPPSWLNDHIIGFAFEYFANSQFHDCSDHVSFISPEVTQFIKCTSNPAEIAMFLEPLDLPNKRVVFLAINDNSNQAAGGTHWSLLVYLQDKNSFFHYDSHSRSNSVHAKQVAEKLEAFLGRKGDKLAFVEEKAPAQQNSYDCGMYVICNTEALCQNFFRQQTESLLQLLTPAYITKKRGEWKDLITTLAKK
Jurkat NFkB inh: inhibitors of induced NF-kB luciferase reporter, primary screen, TCR NF-kB activation inhibitor project, cell-based, luminescence, uHTS | AID 435003, 2010 | actives 0.53% (n = 330,000) | inhibition, % at 4 µM | Jurkat, PMA/ionomycin-induced NF-kB luciferase reporter
SENP7 block: SENP7 protease inhibitors, primary screen, biochemical, luminescence, uHTS; Sentrin-specific protease 7 (Homo sapiens), Q9BQF6; recombinant SENP7, Z-RLRGG-aminoluciferin luminescence, 40 min; inhibition, % at 5 µM; actives 1.5% (n = 330,000); AID 434973, 2010;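 active = inhibition above about 50% at the single test dose, limit read from the data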;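 note: plate controls were DMSO with enzyme for no effect and no enzyme buffer wells for full effect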
Target sequence (Q9BQF6 706-1050 limits assumed): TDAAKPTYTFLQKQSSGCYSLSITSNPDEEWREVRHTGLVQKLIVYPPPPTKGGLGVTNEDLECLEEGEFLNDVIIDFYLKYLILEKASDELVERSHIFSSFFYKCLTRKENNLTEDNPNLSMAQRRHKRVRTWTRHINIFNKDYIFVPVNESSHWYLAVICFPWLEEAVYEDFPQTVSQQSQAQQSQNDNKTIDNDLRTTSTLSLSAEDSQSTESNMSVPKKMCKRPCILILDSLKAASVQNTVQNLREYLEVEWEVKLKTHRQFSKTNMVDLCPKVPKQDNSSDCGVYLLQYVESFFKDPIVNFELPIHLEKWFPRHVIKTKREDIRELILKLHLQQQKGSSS
697 NFkB inh: inhibitors of PMA/ionomycin-induced NF-kB reporter, 697 cells, primary screen, B-cell NF-kB inhibitor project, cell-based, luminescence, uHTS | 697 B-cell NF-kB luciferase reporter, 16 h | inhibition, % at 4 µM | actives 0.33% (n = 330,000) | AID 435022, 2010; in the data active = inhibition above about 35%
Starred values were filed as active, the others as inactive. Cut-off read from the data, not from the text of the source, unless noted: active = inhibition above about 50%; inactive = the rest. An unsorted share of the library; overall some 3.6% were active at least once.

Screening COc1ccccc1CN1CCNC(=O)C1CC(=O)NCCCn1cccn1 (centres undefined) returned Gli-Sufu block -13, HKDC1 inhibitor -8, Apaf-1 inh -12, UBC13 polyUb 11, SENP8 block -5, Jurkat NFkB inh 6, SENP7 block 1 and 697 NFkB inh 15.
`CCN(CC)S(=O)(=O)c1cccc(C(=O)Oc2cccnc2)c1` gave Gli-Sufu block 7, HKDC1 inhibitor 1, Apaf-1 inh 8, UBC13 polyUb 9, SENP8 block 3, Jurkat NFkB inh 9, SENP7 block -3 and 697 NFkB inh 6.
For COc1ccc(Cl)cc1NS(=O)(=O)c1cccc(C(=O)N2CC(C)OC(C)C2)c1 (centres undefined) the results were Gli-Sufu block 3, HKDC1 inhibitor -2, Apaf-1 inh 0, UBC13 polyUb -9, SENP8 block 6, Jurkat NFkB inh -2, SENP7 block 7 and 697 NFkB inh 3.
Screening COc1ccc(S(=O)(=O)N2CCN(C(=O)c3sccc3-c3ccccc3)CC2)cc1 returned Gli-Sufu block 13, HKDC1 inhibitor 1, Apaf-1 inh 15, UBC13 polyUb 3, SENP8 block -4, Jurkat NFkB inh 26, SENP7 block -4 and 697 NFkB inh 29.
For O=C(Cc1ccc(Cl)cc1)Nc1ccccc1C(=O)N1CCCC1 the results were Gli-Sufu block -4, HKDC1 inhibitor -6, Apaf-1 inh 1, UBC13 polyUb 2, SENP8 block -7, Jurkat NFkB inh 8, SENP7 block 1 and 697 NFkB inh 9.
Cc1cc(S(=O)(=O)NC2CCN(Cc3ccccc3)CC2)c(C)cc1Cl was read as Gli-Sufu block -9, HKDC1 inhibitor 4, Apaf-1 inh 36, UBC13 polyUb -1, SENP8 block 7, Jurkat NFkB inh -4, SENP7 block 13 and 697 NFkB inh 2.
Screening NC(=O)COc1cc2oc(=O)c3c(c2cc1Cl)CCCC3 returned Gli-Sufu block 6, HKDC1 inhibitor -4, Apaf-1 inh -4, UBC13 polyUb 0, SENP8 block 4, Jurkat NFkB inh 7, SENP7 block -4 and 697 NFkB inh -16.
`Cc1ccc(NC(=O)CCc2nnc3ccc(N4CCC(C)CC4)nn23)nc1` gave Gli-Sufu block 3, HKDC1 inhibitor -1, Apaf-1 inh 14, UBC13 polyUb -6, SENP8 block 2, Jurkat NFkB inh 4, SENP7 block -1 and 697 NFkB inh -22.
For Cn1c(NCCc2ccccc2)cc(=O)n(C)c1=O the results were Gli-Sufu block 17, HKDC1 inhibitor -1, Apaf-1 inh -5, UBC13 polyUb 6, SENP8 block 6, Jurkat NFkB inh 22, SENP7 block -4 and 697 NFkB inh 15.
For CCCS(=O)(=O)N1CCC(C(=O)NCCCOC(C)C)CC1 the results were Gli-Sufu block -7, HKDC1 inhibitor -6, Apaf-1 inh 9, UBC13 polyUb -1, SENP8 block -3, Jurkat NFkB inh -21, SENP7 block 5 and 697 NFkB inh 14.
For Cc1ccsc1/C=N\NC(=O)CCc1c(C)n[nH]c1C the results were HKDC1 inhibitor -2, Apaf-1 inh -12, UBC13 polyUb -13, SENP8 block -8, Jurkat NFkB inh 0, SENP7 block -4 and 697 NFkB inh 11.
`Cc1cccc(OC(C)C(=O)OCC(=O)N2CCN(c3ccccc3)CC2)c1` (centres undefined) gave Gli-Sufu block 8, HKDC1 inhibitor -8, Apaf-1 inh 6, UBC13 polyUb -8, SENP8 block -9, Jurkat NFkB inh -14, SENP7 block -7 and 697 NFkB inh -15.
COc1ccc(-c2nonc2NC(=O)c2oc3ccccc3c2C)cc1OC was read as Gli-Sufu block -18, HKDC1 inhibitor -1, Apaf-1 inh 22, UBC13 polyUb -4, SENP8 block -14, Jurkat NFkB inh -11, SENP7 block -16 and 697 NFkB inh -13.
Cc1ccc(S(=O)(=O)c2ccc(Oc3cccc(C)c3)cc2)cc1 was read as Gli-Sufu block 7, HKDC1 inhibitor 4, Apaf-1 inh 16, UBC13 polyUb 8, SENP8 block 6, Jurkat NFkB inh 12, SENP7 block 3 and 697 NFkB inh -7.
`Cc1ccc(N/C=C2\CCCCC2=O)nc1` gave Gli-Sufu block -9, HKDC1 inhibitor -1, Apaf-1 inh 4, UBC13 polyUb -4, SENP8 block -14, Jurkat NFkB inh -38, SENP7 block -12 and 697 NFkB inh -18.
O=C1[C@H]2[C@H](C=CC[C@H]2C(=O)N2CCOCC2)CCN1Cc1ccccc1 was read as Gli-Sufu block -4, HKDC1 inhibitor -7, Apaf-1 inh 8, UBC13 polyUb 4, SENP8 block -16, Jurkat NFkB inh 13, SENP7 block -21 and 697 NFkB inh 8.
Screening Cc1ccccc1CN(C)C(=O)CNC(=O)c1ccc2ccccc2c1 returned Gli-Sufu block 3, HKDC1 inhibitor -7, Apaf-1 inh 6, UBC13 polyUb 4, SENP8 block -4, Jurkat NFkB inh -3, SENP7 block -1 and 697 NFkB inh -9.
`CC(O)(CS(=O)(=O)c1ccc(Br)cc1)c1ccccc1` (centres undefined) gave Gli-Sufu block 2, HKDC1 inhibitor -5, Apaf-1 inh 3, UBC13 polyUb -2, SENP8 block 1, Jurkat NFkB inh -2, SENP7 block 7 and 697 NFkB inh -4.
`CCN(CC)c1ccc(/C=N/N2CCOCC2)cc1` gave Gli-Sufu block 17, HKDC1 inhibitor 1, Apaf-1 inh 3, UBC13 polyUb -9, SENP8 block -13, Jurkat NFkB inh -80, SENP7 block 5 and 697 NFkB inh -66.
For O=C(NCCS(=O)(=O)N1CCN(c2ccccc2)CC1)c1ccco1 the results were Gli-Sufu block 0, HKDC1 inhibitor 2, Apaf-1 inh 8, UBC13 polyUb 1, SENP8 block 3, Jurkat NFkB inh 1, SENP7 block 14 and 697 NFkB inh 4.
Screening COc1ccc(C/C(C)=N/NC(=O)c2ccc(Cl)cc2)cc1 returned Gli-Sufu block -5, HKDC1 inhibitor 6, Apaf-1 inh -6, UBC13 polyUb 3, SENP8 block 2, Jurkat NFkB inh 1, SENP7 block 3 and 697 NFkB inh 3.
Screening O=C(O)CP(=O)(c1ccccc1)c1ccccc1 returned Gli-Sufu block -9, HKDC1 inhibitor -3, Apaf-1 inh 3, UBC13 polyUb -1, SENP8 block -16, Jurkat NFkB inh 0, SENP7 block -10 and 697 NFkB inh 11.
For CC1(C)Cc2ccccc2C(=O)N1 the results were Gli-Sufu block -3, HKDC1 inhibitor -9, Apaf-1 inh -5, UBC13 polyUb 3, SENP8 block -1, Jurkat NFkB inh 16, SENP7 block 1 and 697 NFkB inh 18.
For COc1ccc(CNC(=O)COC(=O)/C=C/c2ccc(S(=O)(=O)N3CCOCC3)cc2)cc1 the results were Gli-Sufu block 7, HKDC1 inhibitor -5, Apaf-1 inh 1, UBC13 polyUb 0, SENP8 block -5, Jurkat NFkB inh 5, SENP7 block -4 and 697 NFkB inh 20.
For O=C(CSc1nnc(-c2ccccc2)n1C1CCCCC1)N1CCCC1 the results were Gli-Sufu block 3, HKDC1 inhibitor -11, Apaf-1 inh -26, UBC13 polyUb 4, SENP8 block 7, Jurkat NFkB inh 13, SENP7 block 1 and 697 NFkB inh 22.
O=C(NCc1cccnc1)c1cc(Sc2ccc(F)cc2F)nc2ccccc12 was read as Gli-Sufu block -4, HKDC1 inhibitor -4, Apaf-1 inh 7, UBC13 polyUb -3, SENP8 block -3, Jurkat NFkB inh 4, SENP7 block 6 and 697 NFkB inh 15.
COCCNc1oc(-c2ccc(F)cc2)nc1C#N was read as Gli-Sufu block 19, HKDC1 inhibitor 3, Apaf-1 inh 7, UBC13 polyUb 8, SENP8 block 3, Jurkat NFkB inh -21, SENP7 block 12 and 697 NFkB inh 4.
Clc1ccccc1CSc1ncn(-c2ccccc2)n1 was read as Gli-Sufu block -60, HKDC1 inhibitor -4, Apaf-1 inh 12, UBC13 polyUb -1, SENP8 block 4, Jurkat NFkB inh -72, SENP7 block 17 and 697 NFkB inh -55.
Screening CCC(C(=O)NC1CC1)n1nc(C)c2c(C)n(-c3ccccc3)nc2c1=O (centres undefined) returned Gli-Sufu block -10, HKDC1 inhibitor 0, Apaf-1 inh 6, UBC13 polyUb 1, SENP8 block -7, Jurkat NFkB inh 0, SENP7 block -2 and 697 NFkB inh 7.
Screening CCOC(=O)CCC(=O)Nc1cc(S(=O)(=O)N2CCOCC2)ccc1N1CCCCC1 returned Gli-Sufu block 0, HKDC1 inhibitor 3, Apaf-1 inh -2, UBC13 polyUb 4, SENP8 block 0, Jurkat NFkB inh -24, SENP7 block 6 and 697 NFkB inh 11.
CCCNC(=O)NC(=O)COC(=O)c1cccc(NS(=O)(=O)c2ccc(F)c(F)c2)c1 was read as Gli-Sufu block -2, HKDC1 inhibitor -7, Apaf-1 inh 13, UBC13 polyUb -7, SENP8 block 1, Jurkat NFkB inh 5, SENP7 block 11 and 697 NFkB inh 10.
For Cc1cc(Br)cc2c(C(=O)Nc3c(C)n(C)n(-c4ccccc4)c3=O)cc(-c3cccs3)nc12 the results were Gli-Sufu block 5, HKDC1 inhibitor -1, Apaf-1 inh 11, UBC13 polyUb -5, SENP8 block -1, Jurkat NFkB inh -12, SENP7 block 6 and 697 NFkB inh 31.
`O=C(N=C1SC2CS(=O)(=O)CC2N1Cc1ccc(Cl)cc1)C1CC1` (centres undefined) gave Gli-Sufu block -3, HKDC1 inhibitor 0, Apaf-1 inh -12, UBC13 polyUb -4, SENP8 block 8, Jurkat NFkB inh -2, SENP7 block 2 and 697 NFkB inh 13.
COc1ccc2[nH]cc(CCNC(=O)COc3ccc4ccc(=O)oc4c3)c2c1 was read as Gli-Sufu block -1, HKDC1 inhibitor -5, Apaf-1 inh -2, UBC13 polyUb 4, SENP8 block 11, Jurkat NFkB inh 3, SENP7 block 5 and 697 NFkB inh -19.
Cc1ccc(C)c(S(=O)(=O)N2CCN(C(=O)c3ccc4ccccc4n3)CC2)c1 was read as Gli-Sufu block -12, HKDC1 inhibitor -6, Apaf-1 inh 11, UBC13 polyUb -3, SENP8 block 1, Jurkat NFkB inh 8, SENP7 block -1 and 697 NFkB inh 2.
Screening Cn1ncc([N+](=O)[O-])c1C(=O)Nc1ccn(Cc2ccccc2F)n1 returned Gli-Sufu block -2, HKDC1 inhibitor -8, Apaf-1 inh -15, UBC13 polyUb 9, SENP8 block -4, Jurkat NFkB inh 11, SENP7 block 0 and 697 NFkB inh 19.
Screening O=C(COC(=O)c1cccs1)NCCc1ccc(F)cc1 returned Gli-Sufu block -10, HKDC1 inhibitor -7, Apaf-1 inh 1, UBC13 polyUb 4, SENP8 block -7, Jurkat NFkB inh 12, SENP7 block -3 and 697 NFkB inh 28.
Screening Cc1cc(C(=O)c2ccc(C(C)(C)C)cc2)c(NC(=O)CCl)s1 returned Gli-Sufu block -6, HKDC1 inhibitor 8, Apaf-1 inh 22, UBC13 polyUb -7, SENP8 block -5, Jurkat NFkB inh -2, SENP7 block -6 and 697 NFkB inh 1.

Grouped by structure, the compounds so far containing bromine.
`CC(O)(CS(=O)(=O)c1ccc(Br)cc1)c1ccccc1` (centres undefined) gave Gli-Sufu block 2, HKDC1 inhibitor -5, Apaf-1 inh 3, UBC13 polyUb -2, SENP8 block 1, Jurkat NFkB inh -2, SENP7 block 7 and 697 NFkB inh -4.
For Cc1cc(Br)cc2c(C(=O)Nc3c(C)n(C)n(-c4ccccc4)c3=O)cc(-c3cccs3)nc12 the results were Gli-Sufu block 5, HKDC1 inhibitor -1, Apaf-1 inh 11, UBC13 polyUb -5, SENP8 block -1, Jurkat NFkB inh -12, SENP7 block 6 and 697 NFkB inh 31.

Source: PubChem (Sanford-Burnham Center for Chemical Genomics)
